GAA glycogen – GAA glycogen-cleavage inhibition or activation. 300,000 tested, 0.38% active. P10253. Potency, µM (titrated, usually from 76.4 µM), inactives show top-dose activity change, negative = inhibition, hits mostly inhibitors. recombinant GAA, glycogen substrate, Amplex Red glucose oxidase fluorescence. AID 2100;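 further: 0% = full enzyme reaction and -100% = no-enzyme basal signal; the screen sought inhibitors and activators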
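Recombinant human alpha-glucosidase (4 nM final) hydrolysed bovine liver glycogen (30 ug) for 40 min at 37 C in pH 5.0 citrate/phosphate with 0.01% Tween-20. Released glucose detected by glucose oxidase/Amplex Red, Ex 573/Em 610 nm. Compounds up to 77 uM; AC50 from Hill fits.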
NPSR antagonist – neuropeptide S receptor (human) antagonism, cAMP | Q6W5P4 | CHO-NPSR cells, cAMP TR-FRET, antagonist mode | Potency, µM (doses to about 38.3 µM), for inactives: at the top dose activity change, negative = inhibition, hits mostly inhibitors | 220,000 tested, 1% active | AID 1461; further: on the % scale 0 is the no-effect control and ±100 the full control effect; nearly all actives have a fitted effect of over 50% in size; many of its hits are not listed in these tables
Target sequence (Q6W5P4 whole entry, looked up): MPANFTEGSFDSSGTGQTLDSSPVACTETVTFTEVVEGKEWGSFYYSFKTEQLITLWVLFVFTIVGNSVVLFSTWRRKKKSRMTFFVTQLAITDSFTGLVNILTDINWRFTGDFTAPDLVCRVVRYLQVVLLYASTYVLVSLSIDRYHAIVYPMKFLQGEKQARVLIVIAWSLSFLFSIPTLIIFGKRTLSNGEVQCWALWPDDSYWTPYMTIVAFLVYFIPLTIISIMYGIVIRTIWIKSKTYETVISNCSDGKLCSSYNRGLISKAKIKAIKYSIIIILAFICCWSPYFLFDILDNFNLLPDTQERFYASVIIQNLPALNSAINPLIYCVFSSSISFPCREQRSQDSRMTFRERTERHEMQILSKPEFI
aGlu spleen mod – inhibitors or activators of human alpha-glucosidase in spleen homogenate; Potency, µM (top dose mostly 79.9 µM), without a hit: top-dose activity change, negative = inhibition, most hits filed as inhibitors; P10253; 240,000 tested, 0.006% active; human spleen homogenate, 4-MU-alpha-glucoside fluorescence;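 further: 0% = enzyme with vehicle and -100% = no enzyme basal signal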
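Compounds were titrated against alpha-glucosidase in spleen homogenate at pH 5.0, with 1 mM 4-methylumbelliferyl substrate for 40 min at 37 C. Reactions were quenched with pH 10 NaOH/glycine and fluorescence measured.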
ALDH1A1 block – ALDH1A1 (human) enzyme inhibition; P00352; Purified ALDH1A1, NADH fluorescence, propionaldehyde substrate; Potency, µM (doses to about 75.3 µM), for inactives: at the highest dose activity, negative = inhibition, actives largely listed as inhibitors; 220,000 tested, 7.3% active; active means well fitted inhibition curve with a large enough effect, not every such curve was filed as active; inconclusive means small, poorly fitted or top-dose-only effect, or another doubt; inactive means no such curve, though single readings can be large or run the other way;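 further: plate controls were no enzyme wells and a reference inhibitor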
GAA inh – blocks human lysosomal alpha-glucosidase | 200,000 tested, 0.005% active | P10253 | AID 1466 | purified human GAA, 4-MU-alpha-glucoside fluorescence | Potency, µM (titrated, usually from 76.9 µM), inactives show at the highest dose activity change, negative = inhibition, actives largely listed as inhibitors;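 further: plate controls were uninhibited enzyme wells for no effect and no-enzyme background for full effect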
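qHTS format, compound range up to 77 uM. Human lysosomal enzyme at 4 nM, 400 uM 4-MU glucoside substrate, pH 5.0, 20 min room temperature; fluorescence after alkaline stop gives activity normalized to controls.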
aGal spleen mod – inhibitors or activators of human alpha-galactosidase in spleen homogenate. 240,000 tested, 0.008% active. P06280. Potency, µM (titrated, usually from 80 µM), for inactives: top-dose activity change, negative = inhibition, actives largely listed as inhibitors. human spleen homogenate, 4MU-alpha-Gal fluorescence, 40 min;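 further: 0% = enzyme with vehicle and -100% = no enzyme basal signal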
Target sequence (P06280 32-429 limits assumed): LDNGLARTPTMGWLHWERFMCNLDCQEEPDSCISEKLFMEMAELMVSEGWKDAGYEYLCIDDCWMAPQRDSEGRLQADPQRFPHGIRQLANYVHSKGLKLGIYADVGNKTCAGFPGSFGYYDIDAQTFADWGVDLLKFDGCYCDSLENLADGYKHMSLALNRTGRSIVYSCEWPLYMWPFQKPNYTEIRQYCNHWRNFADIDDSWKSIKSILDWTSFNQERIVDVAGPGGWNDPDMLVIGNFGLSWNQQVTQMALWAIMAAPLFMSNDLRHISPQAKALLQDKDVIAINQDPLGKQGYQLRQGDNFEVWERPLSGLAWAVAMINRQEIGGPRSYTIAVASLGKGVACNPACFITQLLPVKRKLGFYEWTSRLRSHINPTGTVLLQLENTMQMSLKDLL
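qHTS titration in buffer at pH 5.0. Alpha-galactosidase activity in spleen homogenate was measured via 4-methylumbelliferone release from 1 mM fluorogenic substrate after 40 min at 37C and a pH 10 stop. AC50 came from Hill fits of control-normalized data.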
Epigenetic reg – epigenetic control regulation, reporter derepression. murine LDR cells, GFP reporter derepression, 30 h. Potency, µM (highest dose often 53.9 µM), for inactives: at the highest dose GFP activation, most hits filed as activators. 280,000 tested, 0.2% active; further: % of control where 0% means no effect; nearly all actives have a fitted effect of over 60% in size
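In this reporter-derepression format, murine cells bearing a silenced integrated CMV-GFP locus incubate with test compound (30 h, 37 C), then are washed and imaged; fluorescent objects of 20–120 um count as induced cells.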
Tau fluor counter – counter-screen for tau fibril formation inhibitors. tau K18 P301L Alexa594 fluorescence, heparin fibrillization. Potency, µM (titrated, usually from 57.7 µM), for the others: top-dose activity change, negative = decrease. 280,000 tested, 0.93% active; further: on the % scale 0 is the no-effect control and ±100 the full control effect; nearly all actives have a fitted effect of over 55% in size
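Human tau K18 P301L (15 uM unlabeled, 0.24 uM Alexa 594-labeled) in 100 mM sodium acetate pH 7 with 20 uM heparin, 6 hr at 37 C. ThT 30 uM added, 1 hr ambient; Alexa 594 FP and total fluorescence read at 555/632 nm.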
* marks the source's active call; other numbers are inactive results; u = inconclusive; x = no result given; [ ] = dose if it differs, or a comment. Unless noted, the call rests on the fitted dose curve; in most records, active means well fitted curve in the direction sought with a large enough effect; inconclusive means small, poorly fitted or top-dose-only effect, or another doubt; inactive means no such curve, though single readings can be large; an effect the other way counts as inactive or inconclusive. Potency means the concentration at half of the fitted maximal effect.

1	O=[N+]([O-])c1ccc2c(OCc3nnc(-c4ccccc4Br)o3)ncnc2c1
2	C=CCOc1ccc(Oc2cc(C)nc(SC)n2)nn1
3	N#Cc1c(Cl)nsc1NC(=O)c1ccccc1
4	Cc1ccc(C(=O)OCC(=O)NCCC2=CCCCC2)s1
5	CC(/C=N/NC(=O)Cn1nccc1C)=C\c1ccc(C(C)C)cc1
6	COc1ccc(CCNC(=O)C23CCC(C)(C(=O)C2Br)C3(C)C)cc1OC (configuration not stated)
assay / compound	1	2	3	4	5	6
aGal spleen mod	6%	1%	2%	-2%	-9%	2%
ALDH1A1 block	x	-1%	u	u	1%	x
Epigenetic reg	2.4%	0.0%	-1.0%	0.0%	1.9%	1.0%
aGlu spleen mod	2%	-2%	x	5%	-12%	-4%
GAA inh	x	-4%	-5%	-13%	-1%	x
NPSR antagonist	-3%[7.67 µM]	-11%[46.1 µM]	-26%	9%	-13%	-2%
Tau fluor counter	u	-1%	-4%	-3%	2%	-8%
GAA glycogen	3%	-9%	12%	9%	6%	10%

7	NC(=O)COc1ccc(/C=N/NS(=O)(=O)c2ccccc2)cc1
8	O=C(CS(=O)CC(=O)Nc1cccc2c1CCCC2)Nc1ccc(F)cc1 (configuration not stated)
9	CC1=CC(C)(C)N(S(=O)(=O)c2ccc(F)cc2)c2ccc(C)cc21
10	O=C(CNCc1ccccc1Cl)Nc1ccccc1N1CCCCC1
11	Cn1c2ccccc2c(=O)c2c(=O)n(-c3ccccc3)c(C3CCCCC3)nc21
12	c1ccc(CN2CCN(c3nc(-c4ccccc4)nc(-n4ccnc4)n3)CC2)cc1
assay / compound	7	8	9	10	11	12
aGal spleen mod	23%	-2%	-19%	3%	4%	-6%
ALDH1A1 block	-7%	1%	14%	u	-13%	-4%
Epigenetic reg	-0.8%[10.1 µM]	1.8%	4.0%	-4.2%	-1.8%	-1.1%
aGlu spleen mod	5%	-6%	-21%	-3%	-2%	5%
GAA inh	7%	-7%	u	9%	-1%	-14%
NPSR antagonist	3%	-12%[46.1 µM]	14%[46.1 µM]	-57%	-27%	u
Tau fluor counter	7%	-12%	-14%	-16%	3%	-29%
GAA glycogen	-8%	5%	2%	-12%	-3%	-5%

13	Fc1ccc(N2CCN(C(=S)NCc3ccco3)CC2)cc1
14	CCOCCn1c(N2CCN(c3ccc(OC)cc3)CC2)nc2c1c(=O)[nH]c(=O)n2C
15	Cc1ccnc(-n2c(C)cc(C=O)c2C)c1
16	O=C(NCc1cccs1)C1CCN(C(=O)NCc2ccccc2)CC1
17	CNC(=O)c1cc2cc(OC)ccc2oc1=O
18	O=[N+]([O-])c1ccc2c(c1)nc1n2CCN(CC2CCCO2)C1 (configuration not stated)
assay / compound	13	14	15	16	17	18
aGal spleen mod	6%	2%	0%	u	22%	2%
ALDH1A1 block	0%	3%	u	2%	u	u
Epigenetic reg	1.3%	3.8%	-4.9%	-0.3%	-1.0%	2.2%
aGlu spleen mod	0%	-4%	-2%	0%	5%	-17%
GAA inh	-5%	1%	u	-12%	u	-9%
NPSR antagonist	3%	2%[46.1 µM]	-16%	-9%[46.1 µM]	1%[46.1 µM]	-10%
Tau fluor counter	-16%	-11%	-11%	-1%	-6%	-3%
GAA glycogen	-17%	-1%	-3%	3%	8%	-9%

19	O=C(Nc1ccc(N2CCOCC2)nc1)c1ccccc1Cl
20	Cc1ccnc(NC(=O)Nc2ccc3c(c2)OCO3)c1
21	COc1ccc(Nc2cc(Cl)nc(N)n2)cc1OC
22	CS(=O)(=O)N(Cc1ccc(Cl)cc1)c1ccc(C(=O)NCC2CCCO2)cc1 (configuration not stated)
23	COC(=O)C1(Cc2ccccc2)C=C2C(=C(C(C)C)C(=O)C2C)CN1 (configuration not stated)
24	CCCCN(CCCC)CCNC(=O)CNC(=O)c1cccs1
assay / compound	19	20	21	22	23	24
aGal spleen mod	2%	7%	7%	-2%	3%	19%
ALDH1A1 block	7%	-5%	-3%	-13%	u	-5%
Epigenetic reg	-2.0%	-0.1%	1.1%	0.1%	-1.0%	-4.3%
aGlu spleen mod	3%	-26%	2%	1%	-4%	10%
GAA inh	3%	u	4%	1%	x	-6%
NPSR antagonist	-9%	13%	30%	3%	x	14%[46.1 µM]
Tau fluor counter	-10%	-19%	-18%	-15%	-16%	-6%
GAA glycogen	1%	4%	5%	-4%	x	23%

25	CCn1c(N2CCN(S(=O)(=O)c3ccc(Cl)cc3)CC2)nc2ccccc21
26	CC(C)OC(=O)/C(=C/c1ccc2c(c1)c1ccccc1n2C)NC(=O)c1ccccc1
27	Cc1cnn(C(=S)NCc2ccc(Cl)cc2)c1
28	CC(C)(C)c1ccc(Oc2ccc(NC(=O)c3cccs3)cn2)cc1
29	CCOC(=O)c1sc(NC(=O)Nc2ccccc2Cl)cc1C
30	CC(C)(C)NC(=O)C(c1cccnc1)N(C(=O)c1csnn1)c1ccccc1 (configuration not stated)
assay / compound	25	26	27	28	29	30
aGal spleen mod	-4%	0%	-6%	-3%	3%	2%
ALDH1A1 block	-4%	u	u	x	-1%	10%
Epigenetic reg	-0.3%	-1.0%	2.4%	0.1%	-1.3%	-4.3%
aGlu spleen mod	1%	-7%	4%	-5%	-1%	9%
GAA inh	-3%	-9%	2%	x	5%	5%
NPSR antagonist	u	-1%	-3%[46.1 µM]	u	-45%	-17%
Tau fluor counter	7%	-18%	-27%	u	8.9µM*[quencher]	-11%
GAA glycogen	1%	10%	1%	-2%	2%	6%

9 of the compounds above, in markdown:
| no. | Compound | aGal spleen mod | ALDH1A1 block | Epigenetic reg | aGlu spleen mod | GAA inh | NPSR antagonist | Tau fluor counter | GAA glycogen |
| --- | --- | --- | --- | --- | --- | --- | --- | --- | --- |
| 19 | O=C(Nc1ccc(N2CCOCC2)nc1)c1ccccc1Cl | 2% | 7% | -2.0% | 3% | 3% | -9% | -10% | 1% |
| 20 | Cc1ccnc(NC(=O)Nc2ccc3c(c2)OCO3)c1 | 7% | -5% | -0.1% | -26% | u | 13% | -19% | 4% |
| 21 | COc1ccc(Nc2cc(Cl)nc(N)n2)cc1OC | 7% | -3% | 1.1% | 2% | 4% | 30% | -18% | 5% |
| 22 | CS(=O)(=O)N(Cc1ccc(Cl)cc1)c1ccc(C(=O)NCC2CCCO2)cc1 (configuration not stated) | -2% | -13% | 0.1% | 1% | 1% | 3% | -15% | -4% |
| 23 | COC(=O)C1(Cc2ccccc2)C=C2C(=C(C(C)C)C(=O)C2C)CN1 (configuration not stated) | 3% | u | -1.0% | -4% | x | x | -16% | x |
| 24 | CCCCN(CCCC)CCNC(=O)CNC(=O)c1cccs1 | 19% | -5% | -4.3% | 10% | -6% | 14%[46.1 µM] | -6% | 23% |
| 25 | CCn1c(N2CCN(S(=O)(=O)c3ccc(Cl)cc3)CC2)nc2ccccc21 | -4% | -4% | -0.3% | 1% | -3% | u | 7% | 1% |
| 26 | CC(C)OC(=O)/C(=C/c1ccc2c(c1)c1ccccc1n2C)NC(=O)c1ccccc1 | 0% | u | -1.0% | -7% | -9% | -1% | -18% | 10% |
| 27 | Cc1cnn(C(=S)NCc2ccc(Cl)cc2)c1 | -6% | u | 2.4% | 4% | 2% | -3%[46.1 µM] | -27% | 1% |

The results go on.
31	CC(Sc1nnc2ccccn12)C(=O)Nc1ccc2c(c1)OCO2 (configuration not stated)
32	CCOC(=O)Cn1cnc2c(C#N)c3n(c2c1=O)CCCCC3
33	O=C(Oc1cccc2ccccc12)c1ccncc1
34	O=C1NC2(C=Cc3c(ccc4ccccc34)O2)Oc2ccccc21 (configuration not stated)
35	O=C(Cc1nc2ccccc2s1)c1ccc(O)cc1O
36	CCOC(=O)N1CCN(c2c(NCC3CCN(Cc4cccc(C)c4)CC3)c(=O)c2=O)CC1
assay / compound	31	32	33	34	35	36
aGal spleen mod	4%	-2%	2%	u	-1%	-8%
ALDH1A1 block	0%	-11%	-8%	u	0%	-1%
Epigenetic reg	-1.4%	-2.6%	3.5%	-0.6%	1.8%	1.3%
aGlu spleen mod	-15%	-2%	0%	17%	-2%	-5%
GAA inh	-4%	-6%	8%	u	-4%	-3%
NPSR antagonist	-1%	u	5%[46.1 µM]	4%[46.1 µM]	-12%[46.1 µM]	-4%[46.1 µM]
Tau fluor counter	-9%	0%	-7%	-1%	-21%	0%
GAA glycogen	0%	-10%	-23%	-4%	-5%	-2%

37	CC(C)CCNC(=O)c1cc([N+](=O)[O-])ccc1N1CCOCC1
38	c1ccc(Oc2nc(Oc3ccccc3)nc(N3CCOCC3)n2)cc1
39	COc1ccc(/C=C/C(=O)Nc2sc(Cc3ccccc3)c(C)c2C(N)=O)cc1
40	Cc1occc1C(=O)NC1CCCCCCC1
41	CN(C)c1ccc(C(CNC(=O)c2ccccc2F)c2c[nH]c3ccccc23)cc1 (configuration not stated)
42	COc1cccc(/C(O)=C2/C(=O)C(=O)N(CCN3CCOCC3)C2c2cccs2)c1 (configuration not stated)
assay / compound	37	38	39	40	41	42
aGal spleen mod	3%	-2%	4%	-19%	-6%	4%
ALDH1A1 block	1%	-3%	u	-11%	u	u
Epigenetic reg	0.0%	-1.0%	-1.0%	9.7%	1.3%	0.3%
aGlu spleen mod	-1%	-10%	-5%	-5%	-4%	-2%
GAA inh	-5%	10%	0%	1%	u	6%
NPSR antagonist	18%[46.1 µM]	-21%[46.1 µM]	-25%	13%	-25%[46.1 µM]	-5%[46.1 µM]
Tau fluor counter	-2%	-8%	-16%	3%	u	-6%
GAA glycogen	7%	0%	-17%	-9%	3%	-2%

43	CCC1CCCCN1C(=S)Nc1ccc(OC(F)F)cc1 (configuration not stated)
44	CCN[C@@H]1C[C@H](N)[C@H](O[C@H]2OC(CN)=CC[C@H]2N)[C@@H](O)[C@H]1O[C@H]1OC[C@@](C)(O)[C@@H](NC)[C@@H]1O
45	COc1cc(/C=N/Nc2cccc(C)c2)cc(Br)c1O
46	CCCN(CC(=O)Nc1ccc(C(C)=O)cc1)CC(=O)Nc1ccccc1C
assay / compound	43	44	45	46
aGal spleen mod	6%	4%[29.1 µM]	-4%	1%
ALDH1A1 block	2%	7%[20.9 µM]	u	14µM*
Epigenetic reg	2.0%	2.7%[16.9 µM]	-0.9%	0.9%
aGlu spleen mod	-1%	-1%[29.1 µM]	3%	4%
GAA inh	2%	x	3%	4%
NPSR antagonist	10%	x	1%	-27%
Tau fluor counter	8%	x	u	-6%
GAA glycogen	-3%	x	-6%	20%

Screening results (PubChem BioAssay)

The list is partial, so the mix of outcomes need not match the whole.
